M5 ag: agonists of human muscarinic M5 receptor (CHRM5). P08912. activation, % at 3 µM. CHO-K1 hM5 cells, Fluo-8 calcium fluorescence; 0% DMSO wells, 100% maximal acetylcholine response. 360,000 compounds, 0.19% hits;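 active means activation above the run's mean over test compounds plus 3 SD, cut at about 23% in these data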;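 further: signal is peak over basal fluorescence ratio across the kinetic read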
Target sequence (P08912 whole entry, looked up): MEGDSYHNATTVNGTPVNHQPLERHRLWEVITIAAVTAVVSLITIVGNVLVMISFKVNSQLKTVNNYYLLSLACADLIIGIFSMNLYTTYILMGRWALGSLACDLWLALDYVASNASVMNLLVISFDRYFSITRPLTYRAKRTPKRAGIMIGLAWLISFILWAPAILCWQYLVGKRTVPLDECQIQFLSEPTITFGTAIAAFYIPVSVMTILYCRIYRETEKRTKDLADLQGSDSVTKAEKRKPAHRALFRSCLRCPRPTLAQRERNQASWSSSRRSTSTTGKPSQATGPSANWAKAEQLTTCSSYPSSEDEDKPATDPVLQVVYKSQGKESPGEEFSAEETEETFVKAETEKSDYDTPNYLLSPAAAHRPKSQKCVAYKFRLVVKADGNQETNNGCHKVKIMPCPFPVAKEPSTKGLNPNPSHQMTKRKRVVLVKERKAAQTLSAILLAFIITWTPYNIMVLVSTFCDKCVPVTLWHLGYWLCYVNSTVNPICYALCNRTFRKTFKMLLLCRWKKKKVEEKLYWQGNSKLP
M5 antag: CHRM5 antagonism in calcium assay. inhibition, % at 3 µM. CHO-hM5 cells, Fluo-8 calcium fluorescence, ACh EC80. AID 624040. 360,000 compounds, 0.59% hits. P08912;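 active means inhibition above a per-plate cutoff, the mean of that plate's test compounds plus 3 SD, cut at about 27% in these data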;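 further: 0% = acetylcholine EC80 with DMSO and 100% = DMSO without agonist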
CHRM4 agonist: CHRM4 agonism in calcium assay. P08173. CHO-K1 hM4/Gqi5, Fluo-8 calcium fluorescence; vehicle 0%, full acetylcholine response 100%. activation, % at 3 µM. 360,000 compounds, 0.14% hits. AID 624127;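 active means activation above the run mean over all test wells plus 3 SD, cut at about 32% in these data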;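 further: peak over basal fluorescence ratio per well then scaled between controls; 0% = DMSO wells and 100% = acetylcholine at EC100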
M1 antag: human CHRM1 antagonism. P11229. CHO-K1 hM1, Fluo-8 calcium fluorescence, ACh EC80 antagonist. inhibition, % at 3 µM. 360,000 compounds, 1.3% hits. AID 588852;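 active means percent inhibition above its own plate's cutoff, namely the mean of that plate's compound wells plus 3 SD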;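 further: peak over basal fluorescence ratio during 140 s after agonist addition; 0% = ACh EC80 plus DMSO and 100% = DMSO alone without agonist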
M1 PAM: potentiates human M1 receptor response to acetylcholine | P11229 | activation, % at 3 µM | 360,000 compounds, 0.088% hits | AID 588819 | CHO-K1 hM1, Fluo-8 calcium fluorescence, ACh EC20; 0% = ACh EC20, 100% = maximal ACh; in the data active means activation above about 19%, passing the limit was not always enough
CHRM5 PAM: potentiates acetylcholine response at human M5 receptor; P08912; activation, % at 3 µM; 360,000 compounds, 0.3% hits; AID 624038; CHO-K1 hM5, Fluo-8 calcium, ACh EC20 PAM; 0% = ACh EC20, 100% = ACh EC100;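 active means activation above the run cutoff, the mean activation of all test compounds plus 3 SD, cut at about 18% in these data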
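Probe or stimulus: acetylcholine, EC20 level; Assay system: human M5 receptor in CHO-K1 cells; Schedule: compound preincubation 140 s before EC20 acetylcholine addition; Technique: intracellular calcium via Fluo-8 fluorescence; Dosing: single-point, 3 µM nominal; Read-out basis: percent activation from peak-over-basal fluorescence ratio, scaled EC20-to-EC100 acetylcholine; Repeats: one well per compound, no replicates.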
M1 ag: activates human CHRM1 receptor. activation, % at 3 µM. 360,000 compounds, 0.33% hits. CHO-K1 hM1, Fluo-8 calcium fluorescence, agonist mode; 0% DMSO, 100% acetylcholine EC100. AID 588814;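 active means activation above the run's mean compound activation plus 3 SD, cut at about 16% in these data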;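 further: peak over basal fluorescence ratio within a 140 s kinetic read after compound addition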
TAAR1 ag: agonists of human TAAR1; activation, % at 3 µM; Q96RJ0; 360,000 compounds, 0.99% hits; AID 624467; CHO RD-HGA16 TAAR1, Fluo-8 calcium fluorescence; vehicle wells 0%, saturating PEA agonist 100%;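 active means activation above the mean activation of all test compounds in the run plus 3 SD, cut at about 38% in these data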
Target sequence (Q96RJ0 whole entry, looked up): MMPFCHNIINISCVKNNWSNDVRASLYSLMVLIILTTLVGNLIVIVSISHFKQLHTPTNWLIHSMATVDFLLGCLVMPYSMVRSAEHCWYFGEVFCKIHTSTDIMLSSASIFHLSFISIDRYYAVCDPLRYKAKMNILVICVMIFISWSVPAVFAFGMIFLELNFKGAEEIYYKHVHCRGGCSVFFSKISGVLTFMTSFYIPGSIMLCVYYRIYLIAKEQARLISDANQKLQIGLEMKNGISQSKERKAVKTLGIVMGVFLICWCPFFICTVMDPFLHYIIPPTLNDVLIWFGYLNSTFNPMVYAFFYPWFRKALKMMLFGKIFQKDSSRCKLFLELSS
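System: CHO-derived RD-HGA16 cells with stable Gα16 and human TAAR1 / Times: 17-24 h plating, Fluo-8 75 min 37 °C, 30 min RT / Technique: calcium-sensitive Fluo-8 signal, excitation 470-495, emission 515-575 nm / Measure: % activation relative to PEA EC100 response / Benchmarks: DMSO and PEA EC100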
CHRM4 antagonist: antagonists of human muscarinic M4 receptor (CHRM4); P08173; 360,000 compounds, 0.73% hits; inhibition, % at 3 µM; CHO-hM4 cells, ACh EC80, Fluo-8 calcium fluorescence; AID 624125;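 active means inhibition above its plate's cutoff, the mean inhibition of sample wells plus 3 SD, cut at about 27% in these data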;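 further: 0% = acetylcholine EC80 with DMSO and 100% = DMSO without agonist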
The depositor's hits bear a star; nt = not tested or not shown. Only part of the results is shown; count on the stated rates, not on these rows.

Sample of the layout, five compounds:
#	M1 antag	CHRM5 PAM	CHRM4 agonist	M1 PAM	M5 ag	M1 ag	TAAR1 ag	CHRM4 antagonist	M5 antag	molecule
1	-2.7	-1.5	1.9	3.8	-4.4	-5.2	0.5	-1.7	-1.6	COc1cc(/C=C2/NC(=O)N(CC(=O)Nc3ccc(C)cc3)C2=O)ccc1Oc1ccc([N+](=O)[O-])cn1
2	-4.7	-4.1	0.8	3.3	-1.1	1.1	4.9	12.6	-2.0	O=C(c1ccc([N+](=O)[O-])cc1)N1CCC(Cc2ccccc2)CC1
3	-8.1	-9.5	5.8	5.6	-2.0	-7.1	-1.4	-4.9	-2.1	Cc1nc(NC(=O)C(C)Oc2cccc(Cl)c2)sc1C(=O)N(C)C (stereo unspecified)
4	-6.6	5.8	0.7	6.2	0.6	-6.5	3.3	0.7	7.7	Cc1cccc(/C=N/Nc2nncc3ccccc23)c1
5	-6.3	1.4	-0.2	8.4	-4.3	-6.2	0.1	9.4	-1.4	COc1ccc(CCN(C)C2CCCN(C(=O)Cn3cnnn3)C2)cc1OC (stereo unspecified)

The whole of this part (from the top)
#	M1 antag	CHRM5 PAM	CHRM4 agonist	M1 PAM	M5 ag	M1 ag	TAAR1 ag	CHRM4 antagonist	M5 antag	molecule
1	-2.7	-1.5	1.9	3.8	-4.4	-5.2	0.5	-1.7	-1.6	COc1cc(/C=C2/NC(=O)N(CC(=O)Nc3ccc(C)cc3)C2=O)ccc1Oc1ccc([N+](=O)[O-])cn1
2	-4.7	-4.1	0.8	3.3	-1.1	1.1	4.9	12.6	-2.0	O=C(c1ccc([N+](=O)[O-])cc1)N1CCC(Cc2ccccc2)CC1
3	-8.1	-9.5	5.8	5.6	-2.0	-7.1	-1.4	-4.9	-2.1	Cc1nc(NC(=O)C(C)Oc2cccc(Cl)c2)sc1C(=O)N(C)C (stereo unspecified)
4	-6.6	5.8	0.7	6.2	0.6	-6.5	3.3	0.7	7.7	Cc1cccc(/C=N/Nc2nncc3ccccc23)c1
5	-6.3	1.4	-0.2	8.4	-4.3	-6.2	0.1	9.4	-1.4	COc1ccc(CCN(C)C2CCCN(C(=O)Cn3cnnn3)C2)cc1OC (stereo unspecified)
6	-3.0	-1.4	1.6	1.9	0.1	0.8	1.4	-0.1	-2.8	CCN(CC(=O)Nc1c(F)cccc1F)C(=O)c1c(-c2ccccc2Cl)noc1C
7	-9.2	2.1	0.2	5.6	1.3	-4.2	0.9	-6.4	-9.3	NC(=O)c1ncn([C@@H]2O[C@H](CNCc3cnc(N4CCOCC4)s3)[C@@H](O)[C@H]2O)n1
8	12.2	-3.2	-0.1	-4.5	0.1	-6.0	2.6	3.7	11.7	COc1cc(NC(=S)NCCCN2CCOCC2)cc(OC)c1
9	-18.6	-13.9	2.0	0.0	-9.9	-6.0	2.5	-0.5	2.1	Cc1ccc(OCc2nc(C#N)c(NCc3ccc4c(c3)OCO4)o2)cc1
10	2.4	5.4	0.5	4.5	1.2	0.6	0.5	-2.2	-6.7	O=c1[nH]c(NNC(=S)NCc2ccccc2)nc2c1C1(CCCCC1)Cc1ccccc1-2
11	7.6	-1.5	-0.1	6.3	-0.6	-2.2	15.5	-1.6	-1.4	COc1ccccc1-c1cc(C(F)(F)F)n2ncc(S(=O)(=O)c3ccccc3)c2n1
12	-1.1	5.4	0.3	2.3	-2.8	-4.7	0.8	-9.0	-5.3	CCOc1ccc(/C(O)=C2/C(=O)C(=O)N(CCN(CC)CC)C2c2ccco2)cc1 (stereo unspecified)
13	13.9	-16.6	12.8	-7.8	3.7	-6.0	9.5	-0.8	2.3	COc1ccccc1NS(=O)(=O)c1cccc(NC(=O)NC2CCCCC2)c1
14	-15.0	5.1	1.2	14.6	-4.5	-1.6	1.2	-4.8	-2.1	COc1ccc(N2CCN(c3ccc(C(=O)O)cc3[N+](=O)[O-])CC2)cc1
15	-4.3	-5.3	3.0	-2.5	2.6	-4.4	2.6	-21.7	-1.0	COc1ccc([C@H]2CC(=O)C=C(c3ccc(Cl)c(C(F)(F)F)c3)C2)cc1
16	-5.8	-2.8	6.1	6.0	3.5	-9.4	10.8	3.0	3.4	CCN(CC)c1ccc(N2C(=O)C3CCCCC3C2=O)cc1[N+](=O)[O-] (stereo unspecified)
17	-2.7	3.4	1.0	-3.9	-5.4	-6.0	10.2	1.5	-1.1	O=C1CC(N2CCN(C3CCc4ccccc4C3)CC2)C(=O)N1c1ccccc1 (stereo unspecified)
18	-2.9	-4.8	0.8	-4.5	-4.8	-8.2	2.3	5.5	13.4	NNC(=O)c1ccc(N2CCCCCC2)c([N+](=O)[O-])c1
19	-3.8	-6.4	0.0	1.9	-2.2	-4.0	-0.1	12.1	0.9	CCCCCOCC1CC(C/C(C)=N/NC(N)=S)C(=O)O1 (stereo unspecified)
20	-4.8	4.9	-1.1	0.7	-7.5	-4.9	24.2	5.2	-2.0	CCOC(=O)CCSc1nc(C)c2cc(C)c(C)cc2n1
21	nt	-3.8	-0.3	nt	-2.3	nt	-1.1	-1.9	1.4	COC(=O)c1ccc2nc(-c3cccc(Cl)c3)c(Cc3cccc(F)c3)n2c1
22	0.7	5.6	1.9	-2.0	-0.9	-6.9	0.8	-0.4	3.3	C=CCn1c2ccccc2c2nnc(SCC(=O)OC)nc21
23	6.7	-9.8	12.3	0.2	3.2	-0.4	12.9	1.0	3.6	O=C(CCn1cnc2ccccc21)N/N=C/C=C/c1ccccc1
24	-9.1	-2.2	0.6	5.2	-1.5	-5.8	1.4	6.5	3.5	N#CCSc1nc(-c2ccccc2)c2cc(Cl)ccc2n1
25	1.0	-4.4	0.9	5.5	-3.5	-3.5	0.9	-3.5	4.8	Cc1c(NC(=O)c2ccc(NS(=O)(=O)c3ccccc3)cc2)c(=O)n(-c2ccccc2)n1C
26	-6.0	4.3	-0.1	3.8	-1.0	-5.0	11.6	1.9	-2.5	CC(C)(CC(=O)O)CC(=O)NCc1c(Cl)cccc1Oc1ccccc1
27	-12.8	-0.6	0.3	5.6	-3.5	-4.7	1.3	11.4	-3.8	COc1ccc(-c2nc(C#N)c(NC(C)c3ccccc3)o2)cc1OC (stereo unspecified)
28	6.6	-6.8	0.5	-2.8	-4.8	-5.2	4.5	5.0	9.1	O=C(/C=C/c1ccc(F)cc1)N1CCc2ccccc2C1
29	15.0	2.6	0.3	-11.9	-1.9	-2.9	6.1	9.1	17.6	Cc1ccc(C)c(C(=O)n2cnnc2N)c1
30	-2.9	-0.3	2.7	-4.1	2.2	-2.9	13.0	-6.5	0.9	O=C(CCCc1ccccc1)Nc1ccc(S(=O)(=O)N2CCOCC2)cc1
31	-12.0	-3.5	-0.2	1.7	-4.0	-5.1	12.1	-1.5	7.0	COc1ccc(C(=O)c2ccccc2Cl)cc1
32	-19.8	-2.5	0.7	-1.0	-2.6	-4.1	13.2	0.9	11.6	Cc1nnc(Sc2nc3ccccc3o2)c2ccccc12
33	-5.3	2.8	2.2	1.6	-0.4	-2.6	0.9	-28.8	-10.6	COc1ccc([C@H]2C[C@H](O)[C@@H](n3cc(-c4ccc(F)cc4)nn3)CN2C(=O)C2CCCCC2)cc1
34	-6.1	-5.1	-0.1	7.1	-9.0	-2.6	-0.2	-0.6	6.4	Cc1ccc([N+](=O)[O-])cc1NC(=O)CN1CCC(C)CC1
35	1.7	6.5	1.2	0.5	-5.4	-3.0	10.8	13.2	-4.7	Cc1ccc2nc(CSc3nnc(Cc4cccs4)n3C3CCCCC3)cc(=O)n2c1
36	0.1	4.8	7.5	6.1	6.9	-4.1	7.2	-6.4	-0.4	O=c1c2ccccc2nnn1CSc1nc2ccccc2c(=O)n1CCCO
37	2.1	2.2	1.1	6.9	-0.1	-8.7	2.1	-1.4	-3.4	Cn1cccc1/C=N/N1CCN(c2ccccc2)CC1
38	-10.1	4.7	-0.3	11.9	-1.4	-3.7	-0.8	-9.9	7.4	Cc1cc(C(=O)CCC(=O)NCc2ccccc2F)c(C)s1
39	1.4	-2.4	0.1	2.2	0.3	-2.4	-0.3	8.9	8.2	CN(C)c1ccc(CNn2cnnc2)cc1
40	-25.3	-4.7	2.0	-1.4	-8.3	-3.7	2.8	10.6	-5.8	COc1ccc(S(=O)(=O)Nc2cc(C)ccc2OC)cc1C
41	-20.1	-2.7	3.2	0.9	-1.6	-1.9	8.1	1.1	-7.1	COCCNC(=O)c1nn(-c2cc(OC)cc(OC)c2)c(=O)c2ccccc12
42	-15.7	5.3	0.9	-2.5	-4.5	-3.5	12.0	2.9	-2.0	COc1ccc(COC(=O)Nc2cc3c(C(F)(F)F)nn(C)c3s2)cc1
43	2.0	-11.9	3.6	0.1	7.0	-1.7	22.2	0.0	15.1	CCN(CC)c1ccc(/C=C2\CCC(/C=N/NC(=O)c3ccc(=O)n(C)c3)=C2N2CCOCC2)cc1
44	-6.8	0.3	1.2	0.7	2.2	-2.9	1.2	2.1	-1.6	CC1CCCN(C(=O)Cn2nnc(-c3ccc(S(C)(=O)=O)cc3)n2)C1 (stereo unspecified)
45	-7.4	-0.8	0.8	3.9	-0.1	0.8	1.2	0.4	13.0	C[C@H](NC(=O)Cc1cccc2ccccc12)C(=O)N1CCOCC1
46	0.4	-1.9	0.5	3.3	-0.9	-4.7	-2.5	-0.8	8.5	Cc1sc2nc(CSCC(=O)NC3(C#N)CCCCC3)[nH]c(=O)c2c1C
47	5.8	-2.0	-0.4	-4.2	-0.1	-5.8	5.3	5.3	5.9	COC(=O)c1ccc(CSc2ncn[nH]2)o1
48	1.6	-1.1	1.0	-3.6	-0.3	1.7	1.9	-3.9	3.2	C[C@H](O)CNC(=O)c1[nH]cnc1C(=O)Nc1cccc(Cl)c1
49	3.2	-1.6	1.2	-1.1	-0.1	-3.7	1.1	3.1	1.2	CCn1c(SCC(=O)Nc2ccccc2OC)nc2ccccc2c1=O
50	-7.5	7.5	0.8	13.3	4.4	-1.2	2.0	-3.1	-4.8	CC1CCN(C(=O)c2nc[nH]c2C(=O)OCCNC(=O)OC(C)(C)C)CC1
51	-10.9	0.5	6.2	7.9	-1.4	-5.2	5.5	-11.5	8.2	CCOc1ccc(S(=O)(=O)N(CC(=O)NCc2cccnc2)c2ccc(C)cc2)cc1
52	-0.8	1.5	3.3	6.4	-2.5	-9.5	1.1	-0.8	4.3	CCN1CCN(C(=O)c2ccccc2Nc2ccc(SC(F)F)cc2)CC1
53	-8.7	-1.6	0.9	4.5	0.6	-2.6	1.0	0.4	8.0	COc1ccc(NC(=O)C[C@@H]2C(=O)N(c3ccc(OC)cc3)CC2(C)C)cc1
54	-2.8	7.1	1.8	8.7	-3.5	0.8	-0.9	10.9	4.0	O=C(/C=C\c1ccccc1OC(=O)c1ccccc1F)c1cc2ccccc2o1
55	-0.8	8.2	-1.0	8.1	1.0	-3.9	19.9	-8.2	-9.8	CC(C)Cn1nc(C(=O)Nc2nnc(C3CC3)s2)c2ccccc2c1=O
56	3.2	0.3	-1.4	5.5	-0.5	-3.3	3.3	-0.4	-2.2	Cc1sc(-c2ccccn2)nc1OC(=O)c1cccc(Cl)c1Cl

Screens deposited in PubChem BioAssay by The Scripps Research Institute Molecular Screening Center.
